Compound activity: PubChem BioAssay, several laboratories
LMP1 NFkB inh – Epstein-Barr LMP1 NF-kappaB reporter inhibition. LMP1-induced NF-kappaB luciferase reporter cells, luminescence. actives 0.69% (n = 350,000). inhibition, % at 12.5 µM. AID 504558; in the data active means inhibition above about 41%;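 further: 0% = neutral control wells and 100% = reference inhibitor control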
NCOA3 inh – inhibits human SRC3 coactivator. HEK293 GAL4-SRC3 luciferase reporter, luminescence. actives 0.17% (n = 360,000). inhibition, % at 3.6 µM;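 active means inhibition above a per-campaign cutoff, the mean of all compounds plus 3 SD, cut at about 60% in these data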;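 further: 0% = DMSO-treated cells and 100% = gossypol-treated cells at 36 µM; higher means less SRC3-driven luciferase light from the GAL4 reporter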
TLR9-MyD88 inh – TLR9-MyD88 interaction inhibition; inhibition, % at 4.98 µM; Q9NR96+Q99836; CHO BLA complementation TLR9-MyD88, CCF4 FRET ratio; actives 0.21% (n = 340,000);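 active means inhibition above the mean over all tested compounds plus 3 SD, cut at about 21% in these data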;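 further: 0% = DMSO only wells and 100% = clavulanate BLA inhibitor control wells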
ABHD5-PLIN5 inh – inhibitors of human ABHD5-perilipin-5 interaction. Q00G26+Q8WTS1. Split G. princeps luciferase complementation, luminescence, 4 h. inhibition, % at 4 µM. actives 0.78% (n = 360,000). AID 602281;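 active means inhibition above the mean inhibition across every tested compound plus 3 SD, cut at about 22% in these data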;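 further: 0% = DMSO only wells and the 100% control is not disclosed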
SRC2 inh – human SRC2 (NCOA2) inhibition; HEK293 GAL4-SRC2 luciferase reporter, luminescence; inhibition, % at 9 µM; Q15596; AID 651957; actives 0.17% (n = 370,000);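 active means inhibition above the mean inhibition of all tested compounds plus 3 SD, set per campaign, cut at about 52% in these data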;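 further: 0% = DMSO treated cells and 100% = cells given Gossypol at 36 µM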
COUP-TFII inh – inhibitors of human COUP-TFII (NR2F2). P24468. HEK293T NGFI-A luciferase reporter, luminescence. inhibition, % at 8.6 µM. actives 0.7% (n = 370,000). AID 686940;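 active means inhibition above a per-plate cutoff, mean inhibition of test wells between control levels plus 3 SD, cut at about 38% in these data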;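 further: cells cotransfected with COUP-TFII expression vector driving the NGFI-A reporter; 0% = median of COUP-TF2 test wells and 100% = reporter-only cells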
NCOA1 inh – inhibitors of human steroid receptor coactivator 1 (SRC1). HEK293 GAL4-SRC1 luciferase reporter, luminescence. inhibition, % at 3.6 µM. actives 0.12% (n = 360,000). AID 588354;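 active means inhibition above the campaign mean plus 3 SD, with each screening campaign given its own cutoff, cut at about 60% in these data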;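 further: 0% = DMSO treated cells and 100% = gossypol at 36 µM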
MC4R antagonist – blocks human MC4R cAMP signaling | P32245 | MC4R-expressing cells, MTII-stimulated cAMP, LANCE TR-FRET | inhibition, % at 6.5 µM | actives 0.48% (n = 360,000) | AID 540295;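 active means inhibition above its plate's cutoff, the mean of tested wells on that plate plus 3 SD, cut at about 29% in these data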;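 further: 0% = Melanotan II alone and 100% = Melanotan II plus saturating MCL0020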
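Assay system: human MC4R-expressing U2OS cells; reagent: Melanotan II stimulation of cells; dosing: 6.5 µM single dose; timing: compound 30 min, challenge 1 h, detection 1 h; signal: TR-FRET cAMP assay; replicates: one well per compound, no replicates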
NOD2-RIPK2 inh – blocks binding of human NOD2 to RIPK2; O43353; CHO BLA complementation NOD2-RIPK2, CCF4 ratio; inhibition, % at 4.98 µM; actives 0.38% (n = 360,000); AID 624267; in the data active means inhibition above about 21%;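 further: 0% = vehicle only and 100% = reference blocker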
Target sequence (O43353 whole entry, looked up): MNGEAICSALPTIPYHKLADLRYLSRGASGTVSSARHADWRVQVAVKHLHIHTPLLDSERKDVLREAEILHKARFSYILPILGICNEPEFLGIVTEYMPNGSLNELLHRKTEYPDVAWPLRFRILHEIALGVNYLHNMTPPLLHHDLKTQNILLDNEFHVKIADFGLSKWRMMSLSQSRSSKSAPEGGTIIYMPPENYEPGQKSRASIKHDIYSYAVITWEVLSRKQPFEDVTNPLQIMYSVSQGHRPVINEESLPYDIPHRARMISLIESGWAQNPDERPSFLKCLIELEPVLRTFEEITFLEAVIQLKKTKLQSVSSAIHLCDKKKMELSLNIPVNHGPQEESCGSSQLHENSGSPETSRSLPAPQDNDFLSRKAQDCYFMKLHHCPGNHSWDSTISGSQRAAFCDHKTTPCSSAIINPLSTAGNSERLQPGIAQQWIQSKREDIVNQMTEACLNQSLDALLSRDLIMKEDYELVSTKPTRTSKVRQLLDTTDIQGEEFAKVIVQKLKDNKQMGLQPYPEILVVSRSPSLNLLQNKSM
LRH-1 inv ag – inverse agonists of human LRH-1 (NR5A2) | inhibition, % at 3.6 µM | O00482 | AID 602396 | actives 0.13% (n = 360,000) | HEK293T StAR-luciferase reporter, LRH-1 transfected, 24 h;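 active means inhibition above the mean inhibition of all tested compounds plus 3 SD, cut at about 73% in these data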;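 further: 0% = DMSO wells and 100% = reporter-only cells lacking LRH-1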
MC4R ag barr – agonists of human melanocortin 4 receptor (MC4R) beta-arrestin. activation, % at 8.9 µM. actives 0.98% (n = 360,000). P32245. U2OS MC4R beta-arrestin complementation, luminescence; percent of melanotan II response, DMSO zero. AID 540308;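 active means activation above a per-plate cutoff, the mean activation of sample wells on that plate plus 3 SD, cut at about 8% in these data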
* = called active by the depositor; . = not tested or not shown. Not all compounds are listed (hit frequency here may not be typical).

[1] N/C(=N\OC(=O)CCC(=O)O)c1ncc(C(F)(F)F)cc1Cl
[2] NCCCCNCCCN
[3] Cn1c(=O)[nH]c(=O)c2c1nc(CN1CCN(c3cccc(Cl)c3)CC1)n2Cc1ccccc1Cl
[4] O=C(CNc1cc(S(=O)(=O)N2CCOCC2)ccc1N1CCCC1)Nc1ccc(Cl)cc1
[5] O=C(NCCN=C1NS(=O)(=O)c2ccccc21)c1ccc2nccnc2c1
[6] CCOC(=O)c1cc(/C(C)=N/OC(=O)c2ccc(C(C)(C)C)cc2)on1

Assay by compound,1,2,3,4,5,6
LMP1 NFkB inh,2.1,2.9,3.1,3.6,-10.1,-9.6
NCOA3 inh,-0.7,-2.3,-18.1,-8.2,17.1,10.0
TLR9-MyD88 inh,0.1,-2.6,-12.5,-9.5,0.7,2.6
ABHD5-PLIN5 inh,3.1,-5.2,-2.5,-12.1,0.5,4.4
SRC2 inh,14.1,-40.0,14.1,8.9,-0.7,-12.7
COUP-TFII inh,-2.4,13.9,1.2,5.8,-24.1,0.3
NCOA1 inh,5.0,10.5,4.5,-7.6,4.5,-3.3
MC4R antagonist,6.6,-3.8,2.4,-0.9,-4.0,-4.8
NOD2-RIPK2 inh,7.2,-17.9,-1.2,5.4,4.1,-0.8
LRH-1 inv ag,-0.8,-23.4,-0.5,8.4,4.8,15.7
MC4R ag barr,-2.3,-0.7,0.7,-1.7,3.7,0.5

[7] CCN1CCN(C(c2cccs2)C(C)NS(=O)(=O)c2ccc(C)cc2)CC1 (stereo not given)
[8] O=C(Cc1ccccn1)c1ccc(O)cc1O
[9] Cn1ccc2c(-c3ccc4[nH]ccc4c3)cc3c(c21)C1CCC3O1 (stereo not given)
[10] Cc1ccc(-n2ncc3c(SCC(N)=O)ncnc32)cc1C
[11] CCCNS(=O)(=O)c1ccc(N2CCCC2=O)c([N+](=O)[O-])c1
[12] O=C(Cc1ccc(Br)cc1)Nc1ccc2[nH]ncc2c1

Assay by compound,7,8,9,10,11,12
LMP1 NFkB inh,11.3,2.0,.,-7.7,-0.4,-2.9
NCOA3 inh,6.8,4.7,-33.8,-94.7,7.6,-1.1
TLR9-MyD88 inh,0.0,-4.2,.,1.1,-9.8,-5.5
ABHD5-PLIN5 inh,-5.9,-1.8,-12.6,7.3,2.6,-1.8
SRC2 inh,-20.8,-28.3,-32.0,-29.9,6.5,13.8
COUP-TFII inh,-6.8,-3.3,-23.7,-21.3,5.6,22.0
NCOA1 inh,-21.5,-0.2,5.8,-87.1,5.0,2.0
MC4R antagonist,29.9*,-5.7,.,5.5,13.5,6.5
NOD2-RIPK2 inh,-17.7,-8.1,-3.1,0.0,-2.6,-7.8
LRH-1 inv ag,-14.4,-5.8,-12.1,-106.5,-2.1,5.8
MC4R ag barr,-1.7,0.2,.,0.4,-1.4,-0.4

MC4R antagonist, what is marked active above
[7] CCN1CCN(C(c2cccs2)C(C)NS(=O)(=O)c2ccc(C)cc2)CC1 (stereo not given)

Assay by compound,7
LMP1 NFkB inh,11.3
NCOA3 inh,6.8
TLR9-MyD88 inh,0.0
ABHD5-PLIN5 inh,-5.9
SRC2 inh,-20.8
COUP-TFII inh,-6.8
NCOA1 inh,-21.5
MC4R antagonist,29.9*
NOD2-RIPK2 inh,-17.7
LRH-1 inv ag,-14.4
MC4R ag barr,-1.7

(next part)
[13] COc1ccccc1C(=O)NCCCNC(=O)c1cnccn1
[14] O=C1NC(c2ccccc2)(C(F)(F)F)SC2=NCCCN12 (stereo not given)
[15] COC(=O)CCC(=O)NS(=O)(=O)c1ccc(N=NN2CCOCC2)cc1
[16] CCCOc1ccc(/C=N/NC(=O)c2c(-c3ccccc3)noc2C)cc1OC
[17] COc1c(Cl)cc(Cl)cc1CNCCO
[18] COc1ccccc1Nc1ncnc2ccc(C)cc12

Assay by compound,13,14,15,16,17,18
LMP1 NFkB inh,-2.4,-0.9,1.4,-12.2,2.2,1.1
NCOA3 inh,-7.8,-2.2,9.2,-1.3,-6.9,10.5
TLR9-MyD88 inh,-5.1,-2.3,-5.7,5.3,1.8,-2.8
ABHD5-PLIN5 inh,-1.6,-8.3,-0.4,1.9,0.2,-7.5
SRC2 inh,-30.5,-12.4,14.7,10.7,-9.8,-12.3
COUP-TFII inh,-19.7,5.2,-2.0,-14.7,5.2,2.9
NCOA1 inh,5.1,10.8,6.7,22.5,-6.2,-12.1
MC4R antagonist,6.7,6.7,5.4,4.6,3.8,13.8
NOD2-RIPK2 inh,0.0,-2.7,-5.0,-5.0,3.3,-8.9
LRH-1 inv ag,-24.2,0.0,-9.0,6.7,3.7,30.6
MC4R ag barr,0.0,-2.3,-2.0,-3.2,0.0,-2.0

[19] CC1Cc2ccccc2N1C(=O)COc1cccc(-n2cnnn2)c1 (stereo not given)
[20] CC(NC(=O)CCCCCCN1C(=O)c2ccccc2C1=O)c1ccc2c(c1)CCCC2 (stereo not given)
[21] Cc1nn(CCC#N)c(N)c1C1(O)C(=O)Nc2c(Cl)cc(Cl)cc21 (stereo not given)
[22] O=C1NC[C@@H](CCCCN2C[C@H](Cc3ccccc3)N(CC3CCCCC3)C(=O)C2=O)N(CCc2ccc(O)cc2)C1=O
[23] COc1cccc(C=Nc2ccccc2C(=O)Nc2nccs2)c1OC

Assay by compound,19,20,21,22,23
LMP1 NFkB inh,4.2,3.4,7.3,.,-4.8
NCOA3 inh,-1.9,16.3,0.2,.,5.6
TLR9-MyD88 inh,3.3,-3.3,2.1,.,-4.0
ABHD5-PLIN5 inh,6.1,-1.6,-11.7,-1.4,5.0
SRC2 inh,15.5,13.2,6.7,-34.8,-9.3
COUP-TFII inh,11.1,-4.2,4.2,1.9,-11.2
NCOA1 inh,-11.1,-15.9,-13.1,.,-19.5
MC4R antagonist,1.9,13.0,13.6,.,6.5
NOD2-RIPK2 inh,-6.5,-0.2,-12.3,-4.2,-10.7
LRH-1 inv ag,17.2,10.5,-3.8,-5.2,-32.6
MC4R ag barr,-3.4,-1.1,-0.3,.,-2.2

Structures listed so far containing an aryl methoxy group, in the order listed:
[13] COc1ccccc1C(=O)NCCCNC(=O)c1cnccn1
[16] CCCOc1ccc(/C=N/NC(=O)c2c(-c3ccccc3)noc2C)cc1OC
[17] COc1c(Cl)cc(Cl)cc1CNCCO
[18] COc1ccccc1Nc1ncnc2ccc(C)cc12
[23] COc1cccc(C=Nc2ccccc2C(=O)Nc2nccs2)c1OC

Assay by compound,13,16,17,18,23
LMP1 NFkB inh,-2.4,-12.2,2.2,1.1,-4.8
NCOA3 inh,-7.8,-1.3,-6.9,10.5,5.6
TLR9-MyD88 inh,-5.1,5.3,1.8,-2.8,-4.0
ABHD5-PLIN5 inh,-1.6,1.9,0.2,-7.5,5.0
SRC2 inh,-30.5,10.7,-9.8,-12.3,-9.3
COUP-TFII inh,-19.7,-14.7,5.2,2.9,-11.2
NCOA1 inh,5.1,22.5,-6.2,-12.1,-19.5
MC4R antagonist,6.7,4.6,3.8,13.8,6.5
NOD2-RIPK2 inh,0.0,-5.0,3.3,-8.9,-10.7
LRH-1 inv ag,-24.2,6.7,3.7,30.6,-32.6
MC4R ag barr,0.0,-3.2,0.0,-2.0,-2.2
